Bioassay records: PubChem, Broad Institute
EWS-Fli inh: blocks EWS/Fli oncoprotein-driven transcription | A673 NR0B1-luciferase reporter, viability-normalised | inhibition, % at 12.6 µM | 350,000 compounds, 0.67% hits;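 active = mean inhibition of at least 50% after viability correction, with every replicate also passing that limit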;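 also: firefly luciferase signal divided by Alamar Blue viability fluorescence both relative to DMSO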
ERAP1 inh: inhibitors of human ERAP1 aminopeptidase | 340,000 compounds, 0.15% hits | inhibition, % at 10.7 µM | AID 652197 | Q9NZ08 | recombinant ERAP1, Leu-AMC fluorescence, 60 min;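 active = mean replicate inhibition of at least 30%, or all replicates individually reaching that 30% level; inactive = mean below 30% and not every replicate reaching it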;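 also: 0% = neutral control wells and 100% = L-leucinethiol positive control wells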
Target sequence (Q9NZ08 whole entry, looked up): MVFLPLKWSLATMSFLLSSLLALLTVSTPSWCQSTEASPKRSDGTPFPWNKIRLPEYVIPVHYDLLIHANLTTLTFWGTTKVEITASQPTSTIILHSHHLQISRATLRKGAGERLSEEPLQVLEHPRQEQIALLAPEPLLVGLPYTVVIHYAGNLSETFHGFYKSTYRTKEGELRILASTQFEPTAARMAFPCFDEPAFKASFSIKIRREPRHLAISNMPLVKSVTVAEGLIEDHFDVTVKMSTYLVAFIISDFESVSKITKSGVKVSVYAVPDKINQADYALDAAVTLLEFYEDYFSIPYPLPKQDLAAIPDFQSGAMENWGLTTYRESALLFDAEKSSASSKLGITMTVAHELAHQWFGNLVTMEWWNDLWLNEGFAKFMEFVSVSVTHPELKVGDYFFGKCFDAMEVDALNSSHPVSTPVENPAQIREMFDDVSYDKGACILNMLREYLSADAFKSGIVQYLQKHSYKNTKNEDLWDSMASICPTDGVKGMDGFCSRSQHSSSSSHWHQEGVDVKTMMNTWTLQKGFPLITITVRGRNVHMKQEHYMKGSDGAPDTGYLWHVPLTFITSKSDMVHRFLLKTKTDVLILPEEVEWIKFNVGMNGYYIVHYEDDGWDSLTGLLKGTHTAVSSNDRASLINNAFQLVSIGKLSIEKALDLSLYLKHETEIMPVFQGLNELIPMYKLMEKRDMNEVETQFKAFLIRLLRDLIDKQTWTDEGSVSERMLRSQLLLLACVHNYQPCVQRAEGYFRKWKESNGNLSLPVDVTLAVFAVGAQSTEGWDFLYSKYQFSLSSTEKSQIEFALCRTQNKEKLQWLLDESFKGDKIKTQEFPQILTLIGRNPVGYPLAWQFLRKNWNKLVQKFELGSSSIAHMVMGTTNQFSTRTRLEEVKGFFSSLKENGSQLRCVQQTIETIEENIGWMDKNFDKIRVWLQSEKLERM
PGC1a acetyl inh: PGC1a acetylation modulation, inhibitor mode; U2OS PGC1a acetylation, AlphaScreen anti-acetyl-lysine; with virally co-expressed GCN5 acetyltransferase; inhibition, % at 15.6 µM; 350,000 compounds, 0.17% hits; AID 651687;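 active = every replicate shows inhibition of at least 40%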;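 also: 0% = neutral control wells and 100% = positive control wells; some results beyond the cut were filed as inactive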
PglD inh: PglD (C. jejuni) enzyme inhibition | purified PglD enzyme, DTNB colorimetric CoA detection | inhibition, % at 12.5 µM | 360,000 compounds, 0.098% hits | AID 602405; in the data active = inhibition above about 16%, passing the limit was not always enough; also: strong numbers were not always called active
LGR2 inh: blocks bursicon-induced cAMP signaling via Drosophila LGR2. HEK293 LGR2, CRE-luciferase, bursicon-stimulated, 4 h. inhibition, % at 9.99 µM. 380,000 compounds, 0.35% hits. AID 720647;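 active = drop in luminescence signal, shown as inhibition above about 50% in the replicate tests, limit read from the data, passing the limit was not always enough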;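 also: agonist challenge used bursicon conditioned medium at about half maximal strength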
S100A4 inh HTS: inhibitors of human S100A4 binding to myosin IIA peptide. P26447. S100A4/TAMRA-MyoIIA peptide fluorescence polarization. inhibition, % at 10.7 µM. 360,000 compounds, 0.14% hits. AID 652163;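 active = mean inhibition of at least 70% across replicates, with every replicate also reaching that level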
Target sequence (P26447 whole entry, looked up): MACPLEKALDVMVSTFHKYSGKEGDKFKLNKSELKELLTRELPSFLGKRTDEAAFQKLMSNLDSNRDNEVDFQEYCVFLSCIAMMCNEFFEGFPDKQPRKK
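Test system: S100A4 monomer protein. Medium: HEPES buffer with Ca2+, pH 7.2. Reagent: fluorescent myosin IIA peptide, 5 nM. Compound dosing: single-point compound testing. Timing: 5 min between mix addition and reading. Benchmarks: DMSO neutral and TFP positive wells.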
FN deposit inh: fibronectin deposition inhibition | inhibition, % at 12.6 µM | AID 743247 | 350,000 compounds, 0.086% hits | AH1F fibroblasts, Alexa488-fibronectin deposition fluorescence, overnight;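 active = mean inhibition across replicates of 30% or more, regardless of how many single replicates reach that level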;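 also: positive control wells lacked labelled fibronectin entirely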
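Schedule: 1 h cell adhesion before compound, then overnight fibronectin incubation; test system: AH1F fibroblast monolayer depositing Alexa488-labelled fibronectin into matrix; quantity: 10000 AH1F cells per well; probe or stimulus: fluorescent fibronectin at 24 nM final; signal: fluorescence, ex 485 nm, em 525 nm; evaluation: percent inhibition as loss of matrix-bound fibronectin fluorescence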
PAX8 inh HTS: inhibitors of PAX8 transcriptional activity in RMG-I cells. RMG-I TPO-luciferase reporter, SteadyGlo, 24 h. inhibition, % at 12.6 µM. 360,000 compounds, 1.2% hits. AID 652154;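 active = mean replicate inhibition at least 60% with every replicate also reaching 60%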;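 also: luciferase light reporting Pax8 driven TPO promoter activity; plate controls were median of neutral control wells for no effect and mitoxantrone controls for full effect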
Numbers without * were called inactive; x = no result given; & = joins results of further samples.

structure | EWS-Fli inh | ERAP1 inh | PGC1a acetyl inh | PglD inh | LGR2 inh | S100A4 inh HTS | FN deposit inh | PAX8 inh HTS
O=C1CC(N(CCc2ccccc2)C(=S)Nc2ccccc2)C(=O)N1c1ccc(Br)cc1 (centres undefined) | -5 | -2 | x | -1 | 30 | -2 | 1 | 20
COC(=O)c1ccc(N=c2sc(C(=O)OC)cc(=O)n2C)cc1 | 18 | -1 | -14 | 2 | x | 1 | 9 | 2
O=C(CCn1c(=O)oc2ccccc21)NCCC1=CCCCC1 | -144 | -4 | -6 | x | 0 | 2 | 2 | -17
C[C@@H]1CN([C@@H](C)CO)C(=O)Cc2cc(NC(=O)CCN3CCOCC3)ccc2O[C@@H]1CN(C)S(=O)(=O)c1cn(C)cn1 | -1 | 1 | -16 | 1 | 5 | -8 | x | x
Cc1noc(C)c1NC(=O)N(C)C[C@H]1OCCCC[C@H](C)Oc2ccc(NC(=O)c3ccncc3)cc2C(=O)N([C@H](C)CO)C[C@@H]1C | 2 | 0 | 13 | 4 | -16 | -14 | x | 7
Cn1cnc(S(=O)(=O)NCc2ccc(Br)cc2)c1 | x | 2 | -1 | 4 | -1 | 4 | -4 | 0
COC(=O)C[C@H]1CC[C@H]2[C@H](COc3ccc(NC(=O)Nc4ccc(Cl)cc4)cc3C(=O)N2C)O1 | 27 | x | 6 | -3 | 5 | x | 6 | 21
COc1ccccc1C(=O)N1CCC2CCNC2C1 (centres undefined) | 2 | 0 | x | x | 5 | 4 | 10 | -12
Cc1ccc(S(=O)(=O)N2CCN(Cc3cc(C(C)C)ccc3O)CC2)cc1 | x | x | 4 | -5 | x | x | -10 | -1
COc1ccc(CNC(=O)Cn2cc3c(n2)CCCCC3)cc1 | 1 | x | 1 | -1 | -3 | 0 | -17 | -16
CCCN(CC(=O)Nc1cccc(S(N)(=O)=O)c1)CC(=O)Nc1ccc(F)c(F)c1F | 5 | 2 | -4 | 0 | -2 | 1 | -24 | -5
COc1cccc(CC2(CO)CCCN(CC3=Cc4cc(OC)ccc4OC3)C2)c1 (centres undefined) | 20 | 5 | x | x | 19 | -14 | -9 | 7
C[C@@H]1CN(S(=O)(=O)C(C)(C)C)[C@H](CCO)/C1=C\c1ccccc1 | -3 | -1 | 38 | -5 | 4 | 0 | -3 | -6
O=C(CN1C(=O)COc2ccccc21)N1CCCC1 | 19 | 13 | 3 | -2 | 1 | 2 | 0 | 25
COC(=O)c1c(O)cc(=O)n2c1CCCCC2 | -8 | 2 | 6 | x | 13 | -1 | 6 | -11
c1ccc2c(c1)nc1sccn12 | x | x | 4 | 0 | x | x | -2 | 11
Cc1ccc(C(C)(C)C)c(OCCCn2ccnc2)c1 | 9 | 1 | -13 | x | 13 | 5 | 5 | 38
O=[N+]([O-])c1ccc(N2CCCCC2)c(-c2nn[nH]n2)c1 | 3 | -1 | x | x | -6 | 3 | 7 | 18
O=C(CCN1CCCCC1)c1ccc2c(c1)OCCO2 | x | x | 7 | 3 | 10 | x | 9 | x
CC[C@@H]1Cc2[nH][nH]c(=O)c2[C@@H](c2ccc(Cl)cc2)O1 | -2 | -2 | x | x | 2 | 2 | 22 | 2
C[C@H](CO)N1C[C@H](C)[C@H](CN(C)S(C)(=O)=O)OCCCC[C@H](C)Oc2ccc(NC(=O)NC3CCCCC3)cc2C1=O | -4 | -2 | -9 | -3 | 8 | -6 | 1 | -5
C[C@@H]1CCCCO[C@H](CN(C)C(=O)Nc2ccc(F)cc2)[C@@H](C)CN([C@@H](C)CO)C(=O)c2cc(NC(=O)CCCN(C)C)ccc2O1 | x | 0 | 2 | x | -2 | 4 | x | -5
CCc1cc(=O)oc2cc(C)cc(OC(C)C(=O)NC(Cc3c[nH]c4ccc(O)cc34)C(=O)O)c12 (centres undefined) | 0 | -1 | 3 | 6 | 7 | 1 | x | x
CC=Cc1ccc2n(c1=O)C[C@@H]1[C@@H](CO)[C@H](C(=O)NCC3CC3)N(CCC(F)(F)F)[C@H]21 (mixture of isomers) | 1 | 0 | x | 0 | -21 | 59 | x | -28
Cc1ccc(S(=O)(=O)N2CCOCC2)cc1NC(=O)c1ccc(F)cc1F | 1 | 1 | x | 1 | -7 | 0 | 10 | 0
CC(NC(=O)c1ccco1)C(=O)OCC(=O)N1CCCCCC1 (centres undefined) | 2 | -8 | 1 | 0 | -20 | 0 | 1 | -10
O=C(O)c1ccc(-n2nncc2-c2ccccc2)cc1 | -1 | 4 | 2 | 3 | -9 | 1 | 10 | -11
Cc1ccc(S(=O)(=O)N/N=C\c2cc3c(cc2Br)OCO3)cc1 | x | x | 10 | 6 | 6 | x | -1 | -7
COc1ccc(N=C2SCC(=O)N2c2ccc(OC)cc2)cc1 | 3 | 1 | -15 | -2 | -9 | 0 | x | x
C[C@H]1CN([C@@H](C)CO)C(=O)c2cc(-c3ccc(F)cc3)cnc2O[C@@H]1CN(C)C(=O)Nc1ccccc1F | 8 | x | -2 | 3 | 14 | 8 | -3 | x

Later entries:
structure | EWS-Fli inh | ERAP1 inh | PGC1a acetyl inh | PglD inh | LGR2 inh | S100A4 inh HTS | FN deposit inh | PAX8 inh HTS
C/C=C/c1ccc([C@@H]2[C@H](C#N)N(C(=O)c3cccnc3)[C@H]2CO)cc1 | -5 | 1 | -4 | 4 | 12 | 6 | -8 | 0
CCOC(=O)C1CCCN(C(=O)c2cccc(S(=O)(=O)N(C)c3c(C)n(C)n(-c4ccccc4)c3=O)c2)C1 (centres undefined) | -8 | 0 | x | -1 | -6 | 9 | -3 | -6
COc1ccc(CNC(=O)COC(=O)CCc2c[nH]c3ccccc23)cc1 | 3 | 2 | x | x | -6 | -1 | 3 | 8
CCC1=Nc2cc(C(=O)NCC3CCCO3)ccc2Sc2ccc(Cl)cc21 (centres undefined) | 57* | -3 | 7 | 10 | 3 | -3 | -7 | 43
COc1ccc(C#Cc2ccc([C@@H]3[C@@H](CO)N4C(=O)CN(C(=O)C5CCOCC5)C[C@H]34)cc2)cc1 | -42 | -1 | 13 | x | -11 | 1 | x | -33
CC(C)Oc1ccc(C(=O)NC(=S)Nc2ccc(CN3CCOCC3)cc2)cc1 | -9 | -2 | x | x | -2 | -2 | 9 | -3
CC(C)(C)OC(=O)N1CCC(NC(=O)c2nc[nH]c2C(=O)N2CCN(c3ccccc3)CC2)CC1 | 6 | -2 | x | 1 | 2 | -4 | 4 | 5
CC1(c2nnc(-c3ccc(F)cc3)o2)CC(c2c(Cl)cccc2Cl)=NO1 (centres undefined) | -5 | 4 | 3 | -3 | 25 | 2 | 4 | -4
CCNc1nc(NC(C)C)nc(NS(=O)(=O)c2ccc(C)cc2)n1 | -22 | -1 | 3 | 5 | -14 | -1 | 1 | 25
C[C@@H]1CCCCO[C@H](CN(C)Cc2ccc3c(c2)OCO3)[C@H](C)CN([C@H](C)CO)C(=O)c2cc(N(C)C)ccc2O1 | 3 | 1&-1 | -17&16 | 1&-6 | -64 | -14&1 | x | -8&10
CCCNC(=O)[C@@H]1[C@@H](CO)[C@@H]2Cn3c(ccc(-c4ccccc4F)c3=O)[C@@H]2N1C(C)=O | 1 | 0 | -1 | x | 17 | 27 | x | x
Cc1cccc(NS(=O)(=O)c2cccc(C(=O)N3CCCCCCC3)c2)c1 | -9 | -1 | 6 | 1 | -27 | -7 | 5 | 1
Cc1cc(C)c2c(=O)[nH]c(SCC(=O)N3CCOCC3)nc2n1 | 6 | 4 | 6 | x | -6 | -5 | 1 | -18
Cc1cccc(Oc2ccc(S(=O)(=O)N3CCCCC3)cc2NC(=O)C2=COCCO2)c1 | 16 | -3 | -2 | 0 | 10 | -1 | 2 | -14
COc1cccc(NC(=O)Nc2ccc3c(c2)C(=O)N(C)[C@H]2CC[C@@H](CC(=O)O)O[C@H]2CO3)c1 | -1 | x | -6 | 1 | -3 | x | 11 | -28
COc1ccccc1NC(=O)CSc1nc(=O)n(Cc2ccncc2)c2c1CCCC2 | -14 | -3 | 14 | 0 | -12 | 1 | 0 | 3
COc1ccc(NC(=O)Nc2ccc(OCc3ccccc3)cc2)cn1 | 5 | -2 | -9 | 4 | -6 | -2 | 2 | -6
O=S(=O)(c1ccc(F)cc1)N1CCc2ccccc2C1 | -11 | 1 | -12 | 7 | 4 | 2 | 4 | 4
Cc1ccc(S(=O)(=O)N(C)C[C@@H]2OCCCC[C@H](C)Oc3ccc(NS(=O)(=O)c4cccs4)cc3C(=O)N([C@H](C)CO)C[C@@H]2C)cc1 | 0 | -2 | -7 | -7 | 0 | -8 | -7 | 67*
CO[C@@H]1CN(C)C(=O)c2ccc(NC(=O)C3CC3)cc2OC[C@@H](C)N(C(=O)C2CCOCC2)C[C@@H]1C | -3 | 0 | x | 0 | -2 | -3 | -10 | 3
CC(=O)N1CC2([N+](=O)[O-])CN(C(C)=O)CC([N+](=O)[O-])(C1)C2(C)C | 9 | 2 | x | x | -9 | -18 | -16 | -14
COC(=O)C[C@H]1C[C@H]2c3cc(NC(=O)Nc4ccccc4F)ccc3O[C@H]2[C@H](CO)O1 | -2 | -2 | 2 | 3 | -3 | 3 | 5 | x
CCCc1cc(=O)[nH]c(SCC(=O)c2c(C)[nH]c3ccccc23)n1 | 5 | -1 | x | x | -17 | -3 | -4 | 6
Cc1cccn2c(=O)c(/C=C(\C#N)C(=O)NCc3ccco3)c(N3CCCC(C)C3)nc12 (centres undefined) | 8 | -15 | x | 0 | 9 | -1 | 2 | 17
O=C(Cc1cccs1)Nc1ccc(Cl)c(S(=O)(=O)N2CCOCC2)c1 | 22 | -1 | x | 2 | -13 | -19 | -15 | 12
CCOC(=O)/C(C#N)=C/Nc1ccccc1NS(=O)(=O)c1ccc2c(c1)OCCO2 | -2 | -3 | x | 2 | -7 | -2 | -6 | -3
CC(C)C#Cc1ccc2c(c1)O[C@@H](CN(C)C(=O)C1CCC1)[C@@H](C)CN([C@H](C)CO)S2(=O)=O | -2 | x | -18 | x | 2 | x | -20 | x
C=CCn1c(SCC(=O)Nc2nccs2)nnc1-c1ccco1 | x | x | -4 | 1 | x | x | -2 | 1
N#CC1=C(N)OC2=C(C(=O)CCC2)C1CCc1ccccc1 (centres undefined) | x | x | 1 | 1 | x | x | 4 | 25
O=C(NCCCNC(=O)c1cc(Cl)ccc1Cl)c1cnccn1 | 5 | 3 | x | 4 | 2 | -1 | 0 | -13
CCC(=O)Nc1nnc(SCC(=O)NCC2CCCO2)s1 (centres undefined) | x | -4 | -1 | 0 | 24 | -3 | x | 13
COc1ccc(Cl)cc1S(=O)(=O)NC(C)C(=O)NCc1ccc2c(c1)OCO2 (centres undefined) | -12 | -3 | 17 | 0 | 11 | -23 | -3 | 21

3 entries out of the list, arranged by length of the SMILES, largest number first.
structure | EWS-Fli inh | ERAP1 inh | PGC1a acetyl inh | PglD inh | LGR2 inh | S100A4 inh HTS | FN deposit inh | PAX8 inh HTS
C[C@@H]1CCCCO[C@H](CN(C)Cc2ccc3c(c2)OCO3)[C@H](C)CN([C@H](C)CO)C(=O)c2cc(N(C)C)ccc2O1 | 3 | 1&-1 | -17&16 | 1&-6 | -64 | -14&1 | x | -8&10
Cc1cccc(Oc2ccc(S(=O)(=O)N3CCCCC3)cc2NC(=O)C2=COCCO2)c1 | 16 | -3 | -2 | 0 | 10 | -1 | 2 | -14
COc1ccc(NC(=O)Nc2ccc(OCc3ccccc3)cc2)cn1 | 5 | -2 | -9 | 4 | -6 | -2 | 2 | -6
